Assay outcomes from PubChem.
NR2F2 inh – inhibitors of human COUP-TFII (NR2F2); P24468; HEK293T NGFI-A luciferase reporter, luminescence; inhibition, % at 8.6 µM; 0.7% of 370,000 active;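 active means inhibition above a per-plate cutoff, mean inhibition of test wells between control levels plus 3 SD, cut at about 38% in these data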;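 further: cells cotransfected with COUP-TFII expression vector driving the NGFI-A reporter; 0% = median of COUP-TF2 test wells and 100% = reporter-only cells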
Target sequence (P24468 whole entry, looked up): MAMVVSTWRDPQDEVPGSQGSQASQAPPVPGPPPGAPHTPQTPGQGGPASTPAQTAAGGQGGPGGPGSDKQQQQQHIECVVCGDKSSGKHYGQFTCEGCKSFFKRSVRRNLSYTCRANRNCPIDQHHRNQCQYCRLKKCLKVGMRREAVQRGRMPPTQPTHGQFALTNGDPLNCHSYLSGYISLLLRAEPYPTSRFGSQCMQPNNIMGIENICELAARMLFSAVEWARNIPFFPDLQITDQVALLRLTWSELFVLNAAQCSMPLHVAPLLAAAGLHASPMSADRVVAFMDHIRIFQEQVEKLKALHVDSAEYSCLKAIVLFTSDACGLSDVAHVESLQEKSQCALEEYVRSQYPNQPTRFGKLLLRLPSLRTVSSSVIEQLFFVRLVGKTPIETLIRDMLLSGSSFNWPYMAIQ
An asterisk follows results filed as active.

SMILES	NR2F2 inh
CC(C)CCNC(=O)[C@@H](Cc1ccccc1)NC(=O)[C@H]1O[C@@H](n2ccc(=O)[nH]c2=O)[C@H](O)[C@@H]1O	0
O=C(c1ccncc1)N1CC[C@H]2[C@H](CCCN2Cc2cc(F)cc(F)c2)C1	-3
O=C(N=Nc1c(O)[nH]c2c(Cl)cc(Cl)cc12)c1ccccc1O	8
Cc1[nH]nc2c1C(c1ccc(F)cc1)N(Cc1ccccc1)C2=O (centres undefined)	0
O=S(=O)(c1ccc(F)cc1)N1CCCc2nc(-c3ccc(Br)cc3)ccc21	-24
CC(COc1cccc(Cl)c1)CN1CCC(C(O)(c2ccccc2)c2ccccc2)CC1 (centres undefined)	5
COc1cc(-c2nnco2)cc(OC)c1OC	-20
Cc1ccc2c(c1)C1CS(=O)(=O)N(C3CCCC3)CN1C2 (centres undefined)	-24
O=C(NCc1ccccc1)[C@@H]1CCCN1C(=O)[C@H]1CCCN1C(=O)c1ccccc1Cl	-3
CCN(CC)c1ccc2cc(-c3nc(-c4ccc(OC)cc4)cs3)c(=O)oc2c1	-10
[O-][n+]1ccccc1C(O)CSc1ccccc1 (centres undefined)	-37
CCOC(=O)[C@]12CCCC=C1N(CCCOC)C(=O)[C@@H]2CC(=O)NCc1cccc(C(F)(F)F)c1	0
CCOC(=O)CC[C@@H]1CC[C@]2(CCCN(C(=O)c3ccno3)C2)O1	-3
COC(=O)C[C@@H]1CC[C@H]2[C@@H](COc3ccc(NS(=O)(=O)CC(F)(F)F)cc3C(=O)N2C)O1	-18
CC(C)(O)c1[nH]c2ccc(C#N)cc2c1C(C)(C)O	7
COC(=O)[C@H](C(C)C)N(CCCc1cn(Cc2ccccc2)nn1)S(=O)(=O)c1ccc(F)cc1Br	9
C[C@@H]1CN([C@@H](C)CO)C(=O)CCCn2cc(nn2)CO[C@H]1CN(C)C(=O)NC1CCCCC1	6
CC[C@H](C)[C@@H]1NC(=O)c2cc([N+](=O)[O-])cc(I)c2NCC[C@@H](C(N)=O)NC(=O)[C@H](CCCN=C(N)N)NC1=O	-2
COc1ccc2nc(NC(=O)/C=C/c3ccc4c(c3)OCO4)sc2c1	2
COc1ccc(S(=O)(=O)N2CCCCCC2)c2ccccc12	1
COc1ccc2nc3n(c(=O)c2c1)-c1cc(Cl)ccc1C(=O)NC3Cc1ccccc1 (centres undefined)	-23
Cc1cc(N2CCN(C(=O)OC(C)(C)C)C[C@H]2C)ccc1Br	9
Cc1cn2c(=O)c3ncn(C4OC(CO)C(O)C4O)c3n(C)c2n1 (centres undefined)	-2
COC(=O)C[C@H]1CC[C@H]2[C@H](COc3ccc(NS(=O)(=O)c4cccc(OC)c4)cc3C(=O)N2C)O1	-8
O=S1(=O)c2c(NCc3ccco3)cccc2Oc2ccccc2CN1Cc1cn(Cc2ccc(C(F)(F)F)cc2)nn1	3
O=C1c2ccccc2C2Cc3nnccc3CN12 (centres undefined)	-1
O=C(Cc1c[nH]c2ccccc12)Nc1ccc(Nc2ccncc2)cc1	-7
O=C(CSc1nc2ccccc2[nH]1)NN=Cc1c(F)cccc1Cl	-2
C=CCOC(=O)N1CCC(NS(=O)(=O)c2ccc3c(c2)CCN3C(C)=O)CC1	8
CNc1nc(N)c([N+](=O)[O-])c(Nc2ccccc2)n1	5
COC(=O)[C@]12C[C@H](CC(=O)NCc3cccc(C(F)(F)F)c3)C(=O)N(Cc3ccc(Cl)cc3Cl)C1=C[C@H](C1CCCC1)O[C@@H]2C	-5
C#CCNC(=O)C1=C[C@H](c2ccc3c(c2)OCO3)C[C@H](OCCCCO)O1	-8
O=C(Nc1ccc(Cl)cc1Cl)O[C@@H]1CC[C@@]23CCCN2C(=O)CCC[C@H]3C1	-12
Cc1ccc2c(C)nc(Nc3ncc4c(n3)CCCC4=O)nc2c1	4
CCNC(=O)OCCN1C(=O)CCC12CCC(c1ccc(Cl)cc1)CC2 (centres undefined)	20
O=C(NNC(=O)c1ccccc1C(=O)O)c1ccc(-c2ccccc2)cc1	-3

Arranged by length of the SMILES (falling): part of the list above
SMILES	NR2F2 inh
COC(=O)[C@]12C[C@H](CC(=O)NCc3cccc(C(F)(F)F)c3)C(=O)N(Cc3ccc(Cl)cc3Cl)C1=C[C@H](C1CCCC1)O[C@@H]2C	-5
COC(=O)C[C@H]1CC[C@H]2[C@H](COc3ccc(NS(=O)(=O)c4cccc(OC)c4)cc3C(=O)N2C)O1	-8
O=S1(=O)c2c(NCc3ccco3)cccc2Oc2ccccc2CN1Cc1cn(Cc2ccc(C(F)(F)F)cc2)nn1	3
O=C(Nc1ccc(Cl)cc1Cl)O[C@@H]1CC[C@@]23CCCN2C(=O)CCC[C@H]3C1	-12
COc1ccc2nc3n(c(=O)c2c1)-c1cc(Cl)ccc1C(=O)NC3Cc1ccccc1 (centres undefined)	-23
C=CCOC(=O)N1CCC(NS(=O)(=O)c2ccc3c(c2)CCN3C(C)=O)CC1	8
O=C(NNC(=O)c1ccccc1C(=O)O)c1ccc(-c2ccccc2)cc1	-3
Cc1cn2c(=O)c3ncn(C4OC(CO)C(O)C4O)c3n(C)c2n1 (centres undefined)	-2
O=C(Cc1c[nH]c2ccccc12)Nc1ccc(Nc2ccncc2)cc1	-7
O=C(CSc1nc2ccccc2[nH]1)NN=Cc1c(F)cccc1Cl	-2
Cc1ccc2c(C)nc(Nc3ncc4c(n3)CCCC4=O)nc2c1	4
CNc1nc(N)c([N+](=O)[O-])c(Nc2ccccc2)n1	5
O=C1c2ccccc2C2Cc3nnccc3CN12 (centres undefined)	-1

Next compounds follow:
SMILES	NR2F2 inh
COC(=O)[C@]12C[C@H](CC(=O)NCc3cccc(C(F)(F)F)c3)C(=O)N(Cc3ccco3)C1=C[C@H](COCc1ccccc1)O[C@@H]2C	16
COc1cccc(CO[C@H]2C=C[C@@H](c3ccccc3)O[C@@H]2COC(C)=O)c1	-3
COC(=O)[C@]12C[C@H](CC(=O)N3CCSCC3)C(=O)N(Cc3cccc4ccccc34)C1=C[C@H](C1CCCC1)O[C@@H]2C	9
COC(=O)C1CN(Cc2ccc(OC)cc2)CCS(=O)(=O)N1Cc1cn(CCOC(C)=O)nn1 (centres undefined)	-13
CCOc1ccc(Nc2oc(-c3ccccc3Cl)nc2C#N)cc1	-11
CC(=O)N[C@@H](C)CCc1ccc(Oc2ccc(OC(C)C)nc2)cc1	39*
CCN1Cc2nnn(Cc3ccccc3)c2-c2cc(F)ccc2S1(=O)=O	17
C[C@@H]1CN(C(=O)OC(C)(C)C)CCN1c1ccc(N2CC[C@H](O)C2)c(C#N)c1	3
Cc1cccc(Cn2cc(COC(=O)Nc3ccc(F)cc3)nn2)c1	3
CCN=C1NC(c2ccc(Cl)cc2)C(C(=O)OC)=C(C)N1Cc1cccc(C(F)(F)F)c1 (centres undefined)	1
Cc1cccc(C(=O)NC2CCCc3ccccc32)c1 (centres undefined)	-6
Cc1cccc(-c2cccc3c4c([nH]c23)[C@@H]2C[C@H]3[C@@H](C(=O)N2CC4)[C@H](C)ON3C)c1	-13
CC(C)c1nc(N(C)S(C)(=O)=O)nc(-c2ccc(F)cc2)c1/C=C/[C@H](O)C[C@@H](O)CC(=O)O	-7
Cc1ccc(-n2c(SCc3ccc(Cl)c(Cl)c3)nnc2-c2ccc(C(C)(C)C)cc2)cc1	-13
O=C(Nc1nc2ncccn2c1-c1ccc(C(F)(F)F)cc1)c1ccc(F)cc1	-11
NCc1ccc(OCCCN2CCC(C(O)(C3=CCCC3)c3ccccc3)CC2)cc1 (centres undefined)	0
COc1ccccc1CC(=O)NCCN1C(=O)C2C3C=CC(C3)C2C1=O (centres undefined)	-2
CN1C(=O)[C@@]2(O[C@H]3c4ccccc4C=CN3C3=C2C(=O)CCC3)c2ccccc21	-5
CC(=O)N1CCCN(S(=O)(=O)c2ccc3c(c2)c(=O)n(C)c(=O)n3C)CC1	13
CC(C)CNc1cccc2c1S(=O)(=O)N(Cc1cn(Cc3cccc(C(F)(F)F)c3)nn1)Cc1ccccc1O2	14
COC(=O)[C@]12C[C@H](CC(=O)NCc3ccc(C)o3)C(=O)N(Cc3ccc4c(c3)OCO4)C1=C[C@H](C(C)C)O[C@@H]2C1CC1	-11
O=C(CSc1nnc(-c2ccccn2)n1-c1ccccc1)Nc1ccccc1-c1ccccc1	7
Cc1cc(N2CCN(S(C)(=O)=O)C[C@@H]2C)ccc1N1CCN(Cc2ccccc2)[C@@H](C)C1	-6
O=C(CCc1ccccc1)N[C@H]1[C@H](O)CCC[C@@]12C(=O)N(Cc1ccccc1)c1ccc(-c3ccccc3)cc12	-8
COc1ccccc1CNC(=O)C1CCN(Cc2nc(-c3ccc(Cl)cc3)oc2C)CC1	-12
CCN(CC)S(=O)(=O)c1cc([N+](=O)[O-])ccc1NNC(=O)Nc1ccccc1	2
COC(=O)c1cc2c(c3c4ccccc4n(S(=O)(=O)c4ccc(C)cc4)c13)C(=O)N(Cc1ccccc1)C2	0
CN(CCOC(=O)CCCc1ccccc1)C1CN(Cc2cn(Cc3ccccc3F)nn2)S(=O)(=O)C1 (centres undefined)	-35
Cc1cccc(N=O)n1	-10
COc1cccc(NC(=O)n2ccc3ccc(-c4ccc5ccn(C(=O)Nc6cccc(OC)c6)c5c4)cc32)c1	5
CC(=O)N1CCc2c1cccc2S(=O)(=O)NC(CC(C)C)C(=O)Nc1ccccc1C (centres undefined)	-13
CC(C)c1cc(C(=O)N(C2CCCCC2)C2CCCCC2)no1	23
COC(=O)C1CN(Cc2ccccc2)CCS(=O)(=O)N1Cc1cn(Cc2ccccc2)nn1 (centres undefined)	-6
O=C(Cn1c(=O)[nH]c2ccsc2c1=O)N1CCN(c2ccc(F)cc2)CC1	10
COCCN(C[C@@H]1[C@H](c2ccccc2)[C@H](CO)N1c1nc(C)c(C)s1)S(=O)(=O)c1ccccc1[N+](=O)[O-]	-10
COC(=O)[C@]12C[C@H](CC(=O)NCc3cccc(C(F)(F)F)c3)C(=O)N(Cc3ccco3)C1=C[C@H](C1CCCC1)O[C@@H]2C	1
S=C(Nc1ccccc1I)OC1CCC12CCC(c1ccccc1)CC2 (centres undefined)	21
O=C(C(=O)N1CCN(C(=O)C2CCC2)CC1)c1cccc(C(F)(F)F)c1	-9
Cc1cc2c(c(=O)o1)[C@@]1(C(=O)N(C)c3ccccc31)C1=C(CC3(CCCCC3)OC1=O)O2	1
O=C(NCC1COCCO1)C1CCN(S(=O)(=O)c2cccc3ccccc23)CC1 (centres undefined)	-17
OCCc1ccccc1	6
O=C(OCCN1CCN(C2CN(Cc3cn(Cc4ccc([N+](=O)[O-])cc4)nn3)S(=O)(=O)C2)CC1)c1cc2ccccc2o1 (centres undefined)	1
FC(F)(F)c1ccc(C2[C@H]3CN(Cc4ccc(-c5ccccc5)cc4)[C@H](c4ccccc4)C34CC2(c2cccnc2)C4)cc1 (some centres undefined)	-5
CN(N=Cc1ccc(N(C)C)cc1)C(=O)c1ccccc1N	-30
O=C(C(=O)N1CCC(CNS(=O)(=O)c2ccccc2OC(F)(F)F)CC1)c1cccs1	-16
OC(c1ccccc1)(c1ccccc1)C1CCN(CCCOc2cccnc2)CC1	-1
CC(C)[C@H](NC(=O)c1ccc(Cl)cc1Cl)C(=O)N1CCC[C@H]1C(=O)NCc1ccccc1	7
O=C(N[C@H](Cc1ccccc1)C(=O)NC1CCCCC1)[C@H]1O[C@@H](n2ccc(=O)[nH]c2=O)[C@H](O)[C@@H]1O	3
Oc1ccc(CNc2ccccc2Cl)c2cccnc12	34
C=CCN=C1NC(c2ccc(F)cc2)C(C(=O)OC)=C(C)N1Cc1ccccc1C(F)(F)F (centres undefined)	2
O=C(C1CCN(S(=O)(=O)N2CCOCC2)CC1)N1CCc2ccccc21	-15
COCCNC(=S)N(C)[C@H]1C[C@H]2c3[nH]c4cccc(-c5ccccc5)c4c3CCN2C(=O)[C@H]1[C@H](C)O	13
COc1ccc2c(c1)C[C@@H]1CC(C)(C)CN1S2(=O)=O	-14
CC(C)CN1C(=O)C[C@]2(C(=O)N(C)c3ccc(NS(=O)(=O)c4ccc(F)cc4)cc32)C1c1ccccc1 (some centres undefined)	9
C=CCOC/C=C/C#CCN(Cc1ccc(OC)cc1OC)C(=O)Nc1ccccc1	-17
COC(=O)[C@]12C[C@H](CC(=O)N3CCC(c4ccccc4)CC3)C(=O)N(CCc3ccc(OC)c(OC)c3)C1=C[C@H](C(C)(C)C)O[C@@H]2C	18
O=C(NC1CCCCC1)O[C@H]1CC[C@@]23CCCN2C(=O)CCC[C@H]3C1	-16
COC(=O)[C@]12C[C@H](CC(=O)N3CCSCC3)C(=O)N(CCc3ccc(OC)c(OC)c3)C1=C[C@H](C(C)(C)C)O[C@@H]2C	9
C[C@@H]1CCCCO[C@@H](CN(C)C(=O)Nc2ccccc2)[C@@H](C)CN([C@H](C)CO)C(=O)c2cc(NC(=O)NC3CCCCC3)ccc2O1	-4
COC(=O)C1=C(C)N(Cc2cccc(C(F)(F)F)c2)C(=NCc2ccc(OC)cc2)NC1c1cccc(C(F)(F)F)c1 (centres undefined)	-12

Next part.
SMILES	NR2F2 inh
O=C(c1cccc(I)c1)N1CCC(Oc2cccnc2)CC1	-8
CCOC(=O)[C@]12CCCCC/C=C\1N(CCc1ccc(Cl)cc1)C(=O)[C@H]2CC(=O)NCCc1ccccc1OC	13
CC(C)C[C@H](NC(=O)[C@@H](O)[C@H](N)Cc1ccccc1)C(=O)O	22
O=S(=O)(c1sccc1Br)n1c(CN2CCOCC2)nc2ccccc21	8
Cc1ccc(CNC[C@@]23CO[C@H](c4ccc(Cl)cc4)N2[C@@H](c2ccc(Cl)cc2)SC3)o1	5
CCOc1ccc(-n2c(COc3ccc(C)cc3)nnc2SCC(=O)Nc2ccc(F)c(F)c2)cc1	26

Some of the compounds tested (hit frequency here may not be typical).
